D3 antag: blocks the human D3 dopamine receptor | D3R cells, DiscoveRx beta-arrestin luminescence, antagonist mode; stronger effect = lower value | P35462 | AID 652054 | max response, negative = inhibition, % | 360,000 compounds, 2.5% hits; in the data active = max response below about -50%; inconclusive = no clear call, values can overlap the other calls; also: % is scaled to controls: 0 for no effect and ±100 for the full control effect; mostly tested at two doses, the higher about 12 µM
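Cells expressing the human receptor were seeded at 1500 cells/well, incubated overnight at 37 degrees C in 5% CO2, then exposed to library compounds with dopamine controls for 90 minutes at 37 degrees C before luminescent detection.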
GLP1R cytotox: cytotoxic in the GLP-1 receptor inverse agonist counter-screen; HEK293 cAMP-luciferase reporter cells, luminescence, 24 h; Potency, µM (titrated, usually from 38.3 µM), without a hit: top-dose activity change, negative = inhibition, hits mostly inhibitors; 410,000 compounds, 0.13% hits;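 also: loss of luciferase light is scored as toxicity; potency is read from the fitted curve at half-maximal effect; % is scaled to controls: 0 for no effect and ±100 for the full control effect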
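1536-well qHTS counterscreen of the MLSMR; 200 cells/uL, 12 h pre-incubation, 23 nL cpd, 24 h at 37 deg C 5% CO2, luciferase detection reagent, 12 min RT, luminescence. Inhibition = undesired.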
D3 ag: D3 dopamine receptor (human) agonism; AID 652048; max activation, %; 410,000 compounds, 0.58% hits; D3R DiscoveRx beta-arrestin cells, luminescence, 90 min; P35462; in the data active = max activation above about 30%; also: 0% is about no effect; mostly tested at two doses, the higher about 12 µM
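Agonist-mode cell screen: cells plated at 1500/well and incubated overnight at 37 °C, then exposed to library compounds for 90 min at 37 °C. Detection reagent was added for 30–60 min at room temperature, and luminescence was read.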
IL2 activator: IL-2 activation | AID 652025 | IL-2 activation reporter assay, cell-based qHTS; stimulated with anti-CD3/CD4/CD28 beads; in transgenic mouse T cells | 360,000 compounds, 0.065% hits | activation, % (series mostly up to about 46 µM); in the data active = activation above about 50%; inconclusive = mostly about 30% to 49%; also: 0% is about no effect
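Readout is EGFP and DsRed signal by fluorescent plate cytometry after 18 h at 37 degrees C. Transgenic mouse T cells (750/well) received compound for 60 min before bead stimulation (anti-CD3, anti-CD4, anti-CD28); memory T cells served as non-tolerant control.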
PI5P4Ka inh: PI5P4K alpha (human) kinase inhibition | 330,000 compounds, 1.2% hits | max response, % | P48426 | PI5P4Kalpha enzyme, ADP-Glo luminescence, 60 min; stronger effect = lower value; active = max response of -50% or lower; inconclusive = between -30% and -50%; inactive = -30% or higher; also: value at the top dose of about 77 µM; % is scaled to controls: 0 for no effect and ±100 for the full control effect
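Enzyme plus substrate dispensed, test compounds pinned in, then ATP (5 microM final) added. After 60 min at RT, ADP-Glo reagent 1 for 45 min and reagent 2 for 30 min preceded luminescence imaging.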
WRN helicase inh: WRN helicase (human) inhibition | Q14191 | WRN helicase unwinding, fluorescent forked duplex, kinetic | Potency, µM (titrated, usually from 114 µM), inactives show at the top dose activity change, negative = inhibition, most hits filed as inhibitors | 360,000 compounds, 0.46% hits | AID 651768; also: potency is read from the fitted curve at half-maximal effect; % is scaled to controls: 0 for no effect and ±100 for the full control effect; nearly all actives have a fitted effect of over 55% in size
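WRN at 20 nM final preincubated with compound 15 min at room temperature; reaction started with 100 nM fluorophore/quencher forked duplex oligonucleotide and 2 mM ATP final. Unwinding followed kinetically by red fluorescence (ex 525, em 598 nm).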
GLP-1R agonist: agonists of human GLP-1 receptor; P43220; AID 624172; 380,000 compounds, 0.007% hits; HEK293 GLP-1R CRE-luciferase, luminescence, 4-6 h; cells express a hypersensitive GLP-1R form; Potency, µM (top dose mostly 45.6 µM), for inactives: top-dose activation, hits mostly activators; also: potency is read from the fitted curve at half-maximal effect; % of control where 0% means no effect
Target sequence (P43220 whole entry, looked up): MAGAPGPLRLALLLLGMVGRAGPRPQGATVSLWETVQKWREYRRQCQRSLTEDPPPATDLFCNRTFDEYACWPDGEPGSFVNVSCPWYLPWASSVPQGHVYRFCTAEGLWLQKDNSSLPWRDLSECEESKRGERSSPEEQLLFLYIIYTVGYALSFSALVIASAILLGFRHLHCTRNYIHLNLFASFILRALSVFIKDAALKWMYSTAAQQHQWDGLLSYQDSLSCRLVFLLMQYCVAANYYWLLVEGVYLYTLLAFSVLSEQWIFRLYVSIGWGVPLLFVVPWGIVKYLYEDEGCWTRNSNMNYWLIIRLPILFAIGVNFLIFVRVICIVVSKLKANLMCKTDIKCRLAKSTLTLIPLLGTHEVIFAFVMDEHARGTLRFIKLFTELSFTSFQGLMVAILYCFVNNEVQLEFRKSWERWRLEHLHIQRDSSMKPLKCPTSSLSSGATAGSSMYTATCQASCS
PLK1 PBD inh: PLK1 (human) polo-box domain binding inhibition; P53350; 360,000 compounds, 2.8% hits; AID 720504; Plk1 PBD binding of FITC phosphopeptide, fluorescence polarization; Potency, µM, inactives show max response, negative = inhibition, hits mostly inhibitors; also: potency is read from the fitted curve at half-maximal effect; series mostly up to about 57 µM; % is scaled to controls: 0 for no effect and ±100 for the full control effect; nearly all actives have a fitted effect of over 65% in size
Target sequence (P53350 whole entry, looked up, the tested form may be a part): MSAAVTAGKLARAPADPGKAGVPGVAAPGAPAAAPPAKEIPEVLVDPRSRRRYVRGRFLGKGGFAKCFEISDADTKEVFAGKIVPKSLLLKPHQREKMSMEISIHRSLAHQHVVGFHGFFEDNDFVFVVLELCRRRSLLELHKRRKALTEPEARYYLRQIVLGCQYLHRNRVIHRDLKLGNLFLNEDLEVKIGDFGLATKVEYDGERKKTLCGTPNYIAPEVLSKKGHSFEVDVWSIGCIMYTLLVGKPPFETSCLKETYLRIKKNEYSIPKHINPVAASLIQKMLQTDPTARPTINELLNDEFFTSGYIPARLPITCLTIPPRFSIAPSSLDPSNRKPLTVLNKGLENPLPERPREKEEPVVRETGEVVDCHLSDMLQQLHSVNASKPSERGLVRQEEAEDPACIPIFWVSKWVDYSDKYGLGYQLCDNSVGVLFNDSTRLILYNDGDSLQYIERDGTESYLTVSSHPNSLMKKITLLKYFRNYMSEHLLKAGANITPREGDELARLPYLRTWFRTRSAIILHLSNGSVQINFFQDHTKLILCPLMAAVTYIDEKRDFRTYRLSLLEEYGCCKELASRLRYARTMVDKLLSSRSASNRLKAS
GLP1R inv ag: acts as inverse agonist at human GLP-1 receptor | HEK293 GLP-1R CRE-luciferase, luminescence, 24 h; GLP-1R form is constitutively active | Potency, µM (top dose mostly 38.3 µM), without a hit: top-dose activity change, negative = inhibition, hits mostly inhibitors | 410,000 compounds, 1.6% hits | P43220; also: potency is read from the fitted curve at half-maximal effect; % is scaled to controls: 0 for no effect and ±100 for the full control effect; nearly all actives have a fitted effect of over 55% in size
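Constitutively active GLP-1R drives a cAMP-responsive luciferase in stably transfected HEK293 cells; test compounds are added after overnight (12 h) attachment and left 24 hr, and signal loss in luminescence marks inhibition.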
* marks the source's active call; other numbers are inactive results; ? = inconclusive; nt = not tested or not shown; [ ] = another dose, or the depositor's remark. Unless noted, calls follow the shape of the dose curve; as a rule, active = well fitted curve in the direction sought with a large enough effect; inconclusive = small, poorly fitted or top-dose-only effect, or another doubt; inactive = no such curve, though single readings can be large; an effect the other way counts as inactive or inconclusive.

SMILES	D3 antag	GLP1R cytotox	D3 ag	IL2 activator	PI5P4Ka inh	WRN helicase inh	GLP-1R agonist	PLK1 PBD inh	GLP1R inv ag
COc1ccc(NC(=O)CC2C(=O)N(C)C(=S)N2CCc2ccccc2F)cc1 (centres undefined)	0.3	-1.1%	-3.8	0.3	-1.0	-29.5%	-1.5%	-19.9%	?
Cc1cc(C)nc(NNS(=O)(=O)c2ccc(F)c(Cl)c2)n1	4.4	0.6%	-0.7	-1.2	-5.1	0.9%	-0.9%	-23.1%	5.2%
COc1cccc(C(=O)N(Cc2cccs2)C2CCS(=O)(=O)C2)c1 (centres undefined)	12.0	2.7%	0.6	0.8	-5.0	4.9%	5.9%	4.4%	7.0%
c1ccc(-c2nc(N3CCOCC3)sc2-c2ccccc2)cc1	-6.1	3.4%	-12.2	0.3	20.4	-3.1%[57.1 µM]	29.1%	-11.2%	?
Cc1ccc(S(=O)(=O)/N=C2\CN(C)C(=O)N2C)cc1	2.5	-6.5%	0.4	2.9	1.1	-15.7%	0.1%	-12.8%	1.5%
CCc1noc(C)c1C(=O)Nc1nc2c(C)cccc2s1	14.2	-6.5%	7.7	-3.3	0.2	5.0%	24.2%	-7.0%	?
COc1ccc(CNC(=O)c2ccc(S(=O)(=O)N3CCOCC3)cc2)cc1	8.5	3.4%	-6.5	-3.0	4.5	1.8%	4.3%	-2.3%	12.6%
CN1CCN(C2CN(CCc3ccccc3)S(=O)(=O)C2)CC1 (centres undefined)	-0.3	2.4%	-7.2	0.0	-12.6	0.8%	-0.9%	-4.6%	5.0%
O=c1[nH]c(=S)[nH]c2c1C(c1ccc(F)cc1)OC(C1CCCCC1)C2 (centres undefined)	14.6	3.5%	3.4	-0.6	-27.6	-4.6%	-2.1%	?	0.6%
CCN1CCc2nc(NC(=O)C(c3ccccc3)c3ccccc3)sc2C1	?	134.9%[activator]	-4.3	-0.3	2.7	-5.9%	1.2%	-12.0%	?
COc1ccc(NC(=S)NC(=O)Cc2ccccc2)c(OC)c1	-18.3	-10.0%	11.0	-2.4	-4.6	10.2%	-4.2%	-21.7%	?
Cc1cc(O)ccc1Nc1cc(-c2cccc(N(C)C)c2)ncn1	-1.3	6.2%	-7.5	0.1	nt	4.7%	15.1%	-8.5%	15.7%
O=C(NCc1ccc(-n2cccc2)cc1)c1cccc(F)c1	7.4	-1.4%	-3.8	-0.2	0.7	-7.2%	4.1%	-7.4%	-16.4%
CCOc1ccc(NS(=O)(=O)c2cc(C)c(C)cc2C)cc1	22.7	-7.7%	1.7	0.0	0.3	-7.4%	29.0%	?	?
O=S(=O)(NCc1ccccc1)c1cccc2cccnc12	16.1	-0.8%	8.5	-0.2	3.9	3.9%	0.6%	-4.9%	10.1%
Cc1cc(C(=O)Nc2ccon2)ccc1[N+](=O)[O-]	10.3	-8.9%	6.1	5.8	0.3	-4.4%	7.3%	-6.3%	15.0%
Cc1cc2cc(CNC(=O)c3ccc4c(c3)OCO4)ccc2n1C	15.5	-25.5%	3.1	8.9	nt	-14.2%	6.8%	-2.2%	2.7%
CC(C)[C@H](COC=O)NC(=O)[C@H]1O[C@@H](n2ccc(N)nc2=O)[C@H](O)[C@@H]1O	14.9	-2.8%	4.1	0.9	-0.2	-3.8%	-4.6%	-10.4%	6.4%
CCCCOc1ccc(NC(=O)Cn2c(=O)ccc3c(C)cc(C)nc32)cc1	?	3.0%	-14.3	-1.0	9.1	11.3%	1.3%	-7.7%	-8.9%
C=CCN1C(=O)C(Cc2ccc(OC)cc2)SC1=Nc1ccc(C(=O)O)cc1 (centres undefined)	6.2	0.9%	2.4	-2.2	-4.8	6.8%	3.9%	-7.8%	10.2%
COc1cccc(C(=O)Nc2ccc3c(C)cc(=O)oc3c2)c1	-8.5	-1.9%	3.6	-2.9	-16.1	0.9%	0.6%	-11.9%	-4.2%
CC(C)N1CCN(C2CSCCSC2)CC1CCO (centres undefined)	-15.0	-3.1%	-4.4	-0.2	13.2	-0.9%	3.9%	2.4%	2.4%
O=C(OC1CCc2ccccc2C1=O)c1ccccc1O (centres undefined)	6.3	-7.9%	2.6	-2.0	2.8	3.4%	-21.3%	-17.4%	?
CCOC(=O)/C(=C/C1=CC(=C/N(C)C)/C(=O)O1)C(C)=O	-7.1	-12.8%	30.5*	-5.2	-4.2	3.3%	3.1%	97.2%[activator]	17.0%
c1ccc(CSCc2cn3ccccc3n2)cc1	14.7	-6.7%	3.4	1.1	3.1	-1.3%	8.9%	-1.3%	3.7%

Following part:
SMILES	D3 antag	GLP1R cytotox	D3 ag	IL2 activator	PI5P4Ka inh	WRN helicase inh	GLP-1R agonist	PLK1 PBD inh	GLP1R inv ag
COc1cccc(CN2CCN(Cc3ccon3)CC2CCO)c1 (centres undefined)	-3.7	-2.6%	-13.2	0.5	1.5	8.7%	2.4%	-5.3%	-0.3%
Cc1ccc(OCC(=O)NCCCNC(=O)c2ccc(C)nc2)cc1	6.2	24.6%	-0.3	2.1	8.1	-12.0%	-0.1%	-1.4%	6.4%
Cc1ccc(OCCNC(=O)/C=C/c2ccccc2)cc1	-6.4	8.9%	1.8	-2.1	-0.7	0.3%	6.5%	-7.2%	?
COC(=O)CCCC(=O)N1CCCC(C(=O)c2ccc(OC)cc2C)C1 (centres undefined)	-7.0	10.1%	17.6	1.4	-0.2	0.8%	-5.8%	-9.8%	10.1%
O=C(/C(=N/N=C/c1ccc(O)c(O)c1)c1ccccc1)c1ccccc1	-12.2	?	8.3	0.7	-2.1	-29.5%[57.1 µM]	-2.4%	1.2%	?
Cc1ccc(C(=O)NNC(=O)c2nn(-c3ccc(F)cc3)ccc2=O)cc1	-0.2	-10.1%	-6.9	-0.5	0.8	-10.1%	6.1%	5.3%	4.9%
COC(=O)C(Cc1ccc(O)cc1)NC(=O)CCOc1ccc(OC)cc1 (centres undefined)	7.1	-12.2%	1.7	-0.6	-2.9	-0.6%	13.0%	-12.3%	2.5%
COc1ccc(NC(=O)N(C)C[C@@H]2Oc3cc(C#CCN(C)C)ccc3S(=O)(=O)N([C@H](C)CO)C[C@H]2C)cc1	-24.7	3.3%	-3.8	-3.2	2.9	2.2%	8.2%	-5.9%	7.0%
CN(C)C(CNC(=O)CCCOc1ccccc1)c1ccco1 (centres undefined)	-9.0	5.9%	-1.2	-0.5	0.7	-1.2%	0.5%	-7.8%	2.5%
N#CC1=C(N)N(c2ccc(F)cc2)C2=C(C1c1ccc(O)cc1)S(=O)(=O)CC2 (centres undefined)	-3.4	-23.0%	5.2	-0.7	?	-21.2%	-2.0%	15µM*	58.9%[activator]
Cc1cc(=O)oc2c(C)c(OC(C)C(=O)NCCCN3CCCC3=O)ccc12 (centres undefined)	7.8	-17.5%	-4.6	-1.4	-6.8	4.4%	2.2%	-8.5%	44.0%[activator]
COc1ccccc1NC(=O)CCS(=O)(=O)c1ccc2c(c1)NC(=O)C(C)S2 (centres undefined)	9.5	-26.6%	-3.0	-0.5	0.0	-3.6%	1.0%	7.0%	-11.1%
CCN(CC)C(=O)Cn1nc(-c2ccc(Cl)cc2)c2ccccc2c1=O	-4.4	-16.3%	0.6	-0.6	0.2	-4.6%[57.1 µM]	19.5%	-0.7%	?
O=C1CN(CC(=O)NC2CCCc3ccccc32)CCN1 (centres undefined)	-16.7	0.0%	0.2	-3.1	-0.1	-4.6%	3.1%	-8.6%	39.7%[activator]
Cc1ccc(S(=O)(=O)/C(C#N)=C/c2c(N3CCN(C)CC3)nc3c(C)cccn3c2=O)cc1	-14.8	6.7%	-12.0	3.2	1.9	-35.2%[57.1 µM]	8.4%	-6.5%	-0.4%
C=CCNC(=O)c1onc(CSc2cc(C)cc(C)c2)c1C(=O)O	31.5	0.9%	8.0	0.3	-26.0	-8.1%	-0.9%	-9.9%	?
CCCOc1cccc(C(=O)NCCCNC(=O)c2cccnc2)c1	14.0	9.9%	7.2	-0.8	-4.6	-9.2%	-4.9%	1.1%	20.7%
COc1ccc(/C=N/NC(=O)c2cccc(O)c2)cc1Cn1nc(C)c([N+](=O)[O-])c1C	-2.4	-18.4%	-1.7	-1.2	-7.5	9.2%	5.7%	-2.8%	?
CCOc1cc(C(c2c(C)[nH][nH]c2=O)c2c(C)[nH][nH]c2=O)ccc1OCc1ccc([N+](=O)[O-])cc1	-21.1	-15.7%	6.5	-4.7	-16.4	-8.5%	-15.9%	?	0.0%
CC1(C)N=C(N)N=C(N)N1c1ccc(OCCCOc2ccccc2)c(Cl)c1	-2.5	4.1%	0.5	-3.8	1.3	-7.9%	-2.5%	0.0%	?
Cc1ccc([C@H]2C[C@@H](O)[C@H](n3cc(C4CC4)nn3)CN2Cc2cccs2)cc1	-19.6	5.6%	-4.8	-2.8	-2.6	4.7%	4.1%	-9.0%	?
CCCCN(CCCC)CCCNC(=O)C1CC(c2ccc(C(F)(F)F)cc2)=NO1 (centres undefined)	-5.9	-2.8%	15.6	0.8	-6.7	1.3%	7.0%	-2.0%	?
Cc1ccc(S(=O)(=O)N2[C@H](CC(=O)c3ccccc3)OC[C@@H]2C(C)C)cc1	-11.3	-15.1%	1.8	0.4	0.1	-8.8%	nt	-8.4%	?
COc1cc(NS(=O)(=O)c2ccc(NC(=S)NC(=O)c3ccc(Br)cc3)cc2)ncn1	-3.8	6.2%	1.3	0.9	4.3	6.1%	-1.3%	-19.6%	-1.4%
